PREPL inh – inhibits the human prolyl oligopeptidase-like enzyme. recombinant PREPL, fluorescence polarization activity-based probe. inhibition, % at 5.96 µM. 0.68% of 320,000 active. AID 2751; in the data active = inhibition above about 43%;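 note: 0% = enzyme with DMSO and 100% = wells lacking enzyme; many of its hits are not listed in these tables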
LYPLA1 inh – blocks human lysophospholipase 1, a PME1 counter-screen; O75608; recombinant LYPLA1, FP-Rh probe fluorescence polarization; inhibition, % at 5.9 µM; 0.16% of 320,000 active;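 active = inhibition above the mean of all tested compounds plus 3 SD, set per campaign, cut at about 14% in these data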;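 note: inhibitors block serine hydrolase probe labeling of LYPLA1 so polarization falls; 0% = enzyme with DMSO and 100% = wells lacking LYPLA1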
Target sequence (O75608 whole entry, looked up): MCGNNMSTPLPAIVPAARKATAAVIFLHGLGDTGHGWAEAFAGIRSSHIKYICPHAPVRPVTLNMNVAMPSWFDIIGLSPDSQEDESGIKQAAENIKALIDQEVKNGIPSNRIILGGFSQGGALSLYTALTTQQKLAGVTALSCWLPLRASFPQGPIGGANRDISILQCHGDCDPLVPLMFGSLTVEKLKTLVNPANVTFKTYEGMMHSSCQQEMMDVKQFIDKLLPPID
LYPLA2 counter – LYPLA2 (human) inhibition in PME1 counter-screen; O95372; recombinant LYPLA2, FP-Rh probe fluorescence polarization; inhibition, % at 5.9 µM; 0.38% of 320,000 active; AID 2177;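 active = inhibition above the screen-wide mean plus 3 SD, limit set per campaign, cut at about 26% in these data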;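 note: 0% = LYPLA2 with DMSO and 100% = wells lacking LYPLA2 enzyme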
Target sequence (O95372 whole entry, looked up): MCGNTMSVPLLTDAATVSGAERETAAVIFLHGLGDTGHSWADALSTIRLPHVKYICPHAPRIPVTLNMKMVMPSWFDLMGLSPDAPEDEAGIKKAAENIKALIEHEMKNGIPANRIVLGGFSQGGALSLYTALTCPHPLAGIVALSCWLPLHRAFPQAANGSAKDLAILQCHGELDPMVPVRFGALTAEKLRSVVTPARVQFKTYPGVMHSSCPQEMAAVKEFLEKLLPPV
ZTA DNA inh – ZTA (EBV) inhibition in EBNA-1 counter-screen; ZTA-DNA binding, fluorescence polarization; AID 2234; P03206; 0.15% of 320,000 active; inhibition, % at 11 µM; in the data active = inhibition above about 33%
EBNA-1 inhibitor – blocks EBNA-1 binding to DNA; EBNA-1 DNA binding, fluorescence polarization; AID 1950; 0.34% of 300,000 active; inhibition, % at 14.8 µM; in the data active = inhibition above about 28%
PAFAH1B3 inh – blocks human PAF acetylhydrolase 1B catalytic subunit 3; 0.28% of 340,000 active; inhibition, % at 3.39 µM; recombinant PAFAH1B3, FP-rhodamine probe, fluorescence polarization; AID 492972; Q15102;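 active = inhibition above the screen-wide average of all tested compounds plus 3 SD, cut at about 25% in these data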;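 note: 0% = enzyme with DMSO only and 100% = wells lacking PAFAH1B3 protein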
Target sequence (Q15102 whole entry, looked up): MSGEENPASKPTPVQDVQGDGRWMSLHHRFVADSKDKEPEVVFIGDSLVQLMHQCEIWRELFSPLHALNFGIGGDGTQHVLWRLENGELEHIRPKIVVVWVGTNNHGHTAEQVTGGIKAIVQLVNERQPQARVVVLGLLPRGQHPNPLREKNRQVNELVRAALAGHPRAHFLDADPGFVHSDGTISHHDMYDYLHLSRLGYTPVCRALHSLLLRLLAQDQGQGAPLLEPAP
PAFAH2 inh – inhibitors of human PAFAH2; Q99487; recombinant PAFAH2, FP-rhodamine activity probe, fluorescence polarization; inhibition, % at 3.39 µM; 0.99% of 340,000 active;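 active = inhibition above the mean over all tested compounds plus 3 SD, cut at about 30% in these data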;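 note: inhibitors block probe labeling of enzyme so polarization drops; 0% = enzyme with DMSO and 100% = wells lacking PAFAH2 protein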
PAD4 FP inh – PAD4 (human) enzyme inhibition. recombinant PAD4, RCA probe fluorescence polarization. inhibition, % at 6.36 µM. 0.41% of 330,000 active;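 active = percent inhibition above a cutoff equal to the mean of all tested compounds plus 3 SD, cut at about 15% in these data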;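 note: 0% = PAD4 with RCA probe and DMSO and 100% = probe without PAD4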
GSTO1 inh – blocks human GSTO1 in RBBP9 counter-screen | P78417 | 1.1% of 300,000 active | AID 1974 | inhibition, % at 5.96 µM | recombinant GSTO1, activity-based probe fluorescence polarization;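 active = inhibition above the campaign mean inhibition plus 3 SD, cut at about 35% in these data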;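 note: 0% = GSTO1-1 with DMSO and 100% = wells lacking GSTO1-1 enzyme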
Target sequence (P78417 whole entry, looked up): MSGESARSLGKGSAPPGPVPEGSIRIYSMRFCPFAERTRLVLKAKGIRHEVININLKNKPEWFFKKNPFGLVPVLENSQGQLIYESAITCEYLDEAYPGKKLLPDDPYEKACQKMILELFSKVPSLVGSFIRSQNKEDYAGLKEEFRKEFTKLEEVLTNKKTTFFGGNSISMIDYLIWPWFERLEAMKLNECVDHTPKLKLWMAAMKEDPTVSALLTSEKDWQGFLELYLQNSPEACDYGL
Active calls of the source: *; . = not tested or not shown. An excerpt; rates above refer to the full screens.

SMILES	PREPL inh	LYPLA1 inh	LYPLA2 counter	ZTA DNA inh	EBNA-1 inhibitor	PAFAH1B3 inh	PAFAH2 inh	PAD4 FP inh	GSTO1 inh
CCC1Nc2ncnc(N3CCN(c4ccccc4)CC3)c2N(Cc2ccccc2)C1=O (stereo not drawn)	8	.	.	.	.	-5	4	2	.
COCCOC1CCN(C(=O)C2CCC(=O)N(CCc3cccc(F)c3)C2)CC1 (stereo not drawn)	8	3	3	-9	1	15	4	-3	11
C=CCOC(=O)C1=C[C@H](c2csc3ccccc23)[C@@H](CCCO)[C@H](OCC)O1	30	-1	2	-1	7	-7	1	5	2
Cn1c(COc2ccc(Cl)cc2)nnc1SCC(=O)NC1CC1	20	4	-1	-9	.	7	7	0	.
COc1ccc(/C=C/C(=O)O)cc1S(=O)(=O)NC1CCS(=O)(=O)C1 (stereo not drawn)	-6	5	3	-7	-7	7	-5	2	7
CCOCCCNC(=O)c1cc2c(=O)n3ccccc3nc2s1	0	5	2	-10	-5	11	1	0	0
O=C(COc1ccccc1)N=C1SC2CS(=O)(=O)CC2N1c1ccccc1F (stereo not drawn)	-4	-2	-3	9	-9	7	4	-2	0
COc1ccc(-c2noc(CCCC(=O)NCC3CCCO3)n2)cc1 (stereo not drawn)	-3	1	-1	4	-7	10	4	0	2
CCCCCC(=O)Nc1cccc(C2=NOC3(C2)C[C@@H](C(N)=O)N(C(=O)c2ccc(Cl)cc2)C3)c1 (stereo partly drawn)	8	-3	-2	4	-10	-9	1	-3	-4
O=C(NCCCN1CCOCC1)c1cc(-c2ccc(Br)cc2)on1	6	-1	-17	22	4	5	4	5	-5
COc1ccccc1-c1nnc(SCC(=O)NCc2cccs2)n1N	11	3	2	-4	-13	6	0	-7	9
N#Cc1c(N)n(CCNC(=O)c2cccs2)c2nc3ccccc3nc12	16	-5	3	-15	-5	17	10	-3	9
O=C(c1cccs1)N(Cc1ccccn1)Cc1ccco1	-1	2	4	-7	-12	6	-4	0	-6
CCCn1c(SC(C(=O)Nc2cccc(OC)c2)c2ccccc2)nc2ccccc2c1=O (stereo not drawn)	-3	-8	-5	-13	0	2	4	4	-6
COc1ccc(CC(=O)OCC(=O)N(CC(C)C)c2c(N)n(Cc3ccccc3)c(=O)[nH]c2=O)cc1	14	8	7	-21	3	-2	-11	1	17
O=c1[nH]cnc2c([N+](=O)[O-])cccc12	5	2	8	7	9	10	2	-5	7
O=C(Cn1cc(C(=O)c2ccco2)c2ccccc21)NC1CCCCC1	-3	-1	2	10	3	1	-2	-1	6
Cc1nc(CNS(=O)(=O)c2cc(C)c(C)cc2C)cs1	-5	-3	-1	-5	-7	-2	6	0	0
Fc1ccc(-n2nnc(-c3ccnc4ccccc34)n2)cc1	-34	1	8	-1	-1	3	-3	-3	-7
CCOC(=O)C1=C(C)N(C)C(=O)NC1c1cccc([N+](=O)[O-])c1 (stereo not drawn)	-1	2	-1	12	7	10	-7	0	1
CCCCNS(=O)(=O)c1ccc(OC)c2ncccc12	-2	-1	-1	-16	-5	0	-5	2	1
CN1CCN(c2cc(-c3cc(O)c4ncccc4c3)ccn2)CC1	12	-3	2	-6	.	14	-1	-6	.
Cc1ccc(/C=C/C(=O)O)cc1S(=O)(=O)NCCCC(=O)O	10	0	7	5	6	13	4	3	4
CC(=O)N/N=C/c1cc(C(C)C)cc(/C=N/NC(C)=O)c1O	-7	-1	-1	8	9	7	0	1	1
O=C(O)CC(=O)Nc1ccccc1	12	0	-2	-9	-20	4	3	-6	-6
COc1ccc(CCC(=O)OCC(=O)Nc2c(C)n(C)n(-c3ccccc3)c2=O)cc1	5	2	6	1	.	2	12	-2	.
Cc1ccnc(N2CCN(c3cc(C)c(C#N)c4nc5ccccc5n34)CC2)c1	4	-2	-3	9	10	5	11	-3	-3
Oc1ccc(C[C@H]2CNCCN2CCCCC2CCCCC2)cc1	1	1	3	-4	4	5	0	3	0
CCCCn1c(Oc2ccc(C(=O)OC)cc2)nc2c1c(=O)n(C)c(=O)n2C	23	2	9	-15	7	6	-3	-1	8
c1ccc(OCc2nn3c(Cn4cnc5ccccc54)nnc3s2)cc1	-5	-1	1	-6	0	3	4	4	0
CSc1nc(-c2cccs2)c(C#N)c(=O)[nH]1	5	0	2	7	10	21	6	-1	-1
Cc1ccc(-c2csc(NCCn3c(-c4ccncc4)nc4ccccc43)n2)cc1	4	-1	7	1	-5	7	3	2	3
O=C(NCC(c1ccco1)N1CCN(c2ccc(F)cc2)CC1)c1ccco1 (stereo not drawn)	-20	2	5	-4	-7	-1	4	3	-3
CNC(=O)[C@@]1(C)C=C[C@@H](Cc2ccccc2)N1C(=O)OC	-6	-2	6	-8	-5	7	-4	-6	-3
O=C(Nc1ccc(Oc2ccc(Br)cc2)cc1)C1=CC=CN2CCS(=O)(=O)N=C12	18	-2	5	-19	.	-2	1	-1	.
CC1CC(C)CN(CC(C)(C)NS(=O)(=O)c2ccccc2)C1 (stereo not drawn)	-3	2	6	-10	11	3	10	4	1
Cc1sc2nc(CSCC(=O)NC3CCCCC3)[nH]c(=O)c2c1C	6	-2	-2	-20	-6	3	-1	-6	-8
CCOC(=O)C1=C(COc2ccccc2)NC(=O)NC1c1cccc([N+](=O)[O-])c1 (stereo not drawn)	-6	-2	3	-8	-9	9	2	-3	-3
Cc1ccc(NC(=S)Nc2cccc(-c3n[nH]c(=S)o3)c2)cc1	9	-4	-4	-10	-5	3	6	5	19
CCN(CC)C(=O)C(=O)c1cccn1-c1cccc(-n2cccc2C(=O)C(=O)N(CC)CC)c1C#N	2	-1	-5	-2	0	6	9	-2	1
COc1ccc2c(Cl)c(C(=O)NCCCn3ccnc3)sc2c1	0	-5	4	2	1	7	2	-1	-8
COCCOc1cnn(-c2cc(Oc3ccc(C)cc3)ncn2)c(=O)c1Cl	4	0	7	8	-5	-4	4	-1	13
COc1cc(C(=S)N2CCOCC2)cc(OC)c1OS(=O)(=O)c1ccc(C)cc1	2	-2	-1	9	12	11	0	2	-8
COc1ccccc1NC(=S)N/N=C1\CC(C)(C)Oc2ccc(O)cc21	9	-4	1	7	-7	17	1	-1	-5
CCOC(=O)c1c(NC(=O)CCC(=O)N2CCOCC2)sc2c1CC(C)(C)OC2	13	-4	7	0	-5	1	-14	3	-5
CCCc1cc(=O)oc2c(CNc3ccc(OCC)cc3)c(O)ccc12	6	-1	3	8	4	9	11	-7	11
CCN1CCN(C(=O)CS(=O)(=O)Cc2nc(-c3cccc(OC)c3)oc2C)CC1	4	-2	-6	-2	2	4	-2	0	5
COc1cccc(-c2nc(C#N)c(N3CCN(C(=O)c4ccco4)CC3)o2)c1	6	-3	4	13	4	2	4	-6	2

Arranged by heavy-atom count (low to high): 3 of the compounds above
SMILES	PREPL inh	LYPLA1 inh	LYPLA2 counter	ZTA DNA inh	EBNA-1 inhibitor	PAFAH1B3 inh	PAFAH2 inh	PAD4 FP inh	GSTO1 inh
O=C(c1cccs1)N(Cc1ccccn1)Cc1ccco1	-1	2	4	-7	-12	6	-4	0	-6
COc1cccc(-c2nc(C#N)c(N3CCN(C(=O)c4ccco4)CC3)o2)c1	6	-3	4	13	4	2	4	-6	2
CCCCCC(=O)Nc1cccc(C2=NOC3(C2)C[C@@H](C(N)=O)N(C(=O)c2ccc(Cl)cc2)C3)c1 (stereo partly drawn)	8	-3	-2	4	-10	-9	1	-3	-4

Additional structures.
SMILES	PREPL inh	LYPLA1 inh	LYPLA2 counter	ZTA DNA inh	EBNA-1 inhibitor	PAFAH1B3 inh	PAFAH2 inh	PAD4 FP inh	GSTO1 inh
N#Cc1ccc(C(=O)Nc2ccc(N3CCN(C(=O)c4ccco4)CC3)cc2)c(F)c1	4	3	18	8	8	3	-2	3	1
CC1(C)Cc2nc3sc(C(N)=O)c(N)c3cc2CO1	11	2	4	-8	-10	2	9	-9	-7
COCCNC(=O)CSc1nnc(NC(=O)C2CC(=O)N(c3ccccc3OC)C2)s1 (stereo not drawn)	-2	1	0	-7	-7	-3	-2	-5	1
CCC(Sc1nc(N)cc(=O)[nH]1)C(=O)Nc1cc(C)on1 (stereo not drawn)	7	0	-1	-3	-7	4	-7	4	1
COc1ccccc1N1CCN(C2CCCN(Cc3c(F)cccc3F)C2)CC1 (stereo not drawn)	14	-2	-2	-11	-9	13	3	1	5
COc1ccc(NC(=O)COc2cccc(-n3cnnn3)c2)cc1	2	-2	-2	-3	1	-6	3	0	0
O=[N+]([O-])c1ccc(N2CCCCC2)cc1NCCOc1ccccc1	3	2	-2	9	0	3	2	1	1
O=C1COc2ccc(C(=O)CSc3nnnn3-c3ccccc3)cc2N1	7	0	-1	-15	2	2	-4	5	6
O=C(NC(Cc1ccc(O)cc1)C(=O)O)/C(=C/c1ccccc1)NC(=O)c1ccccc1 (stereo not drawn)	-1	-4	5	-5	-5	9	4	-5	-14
COc1ccc(CCNC(=O)c2nn(C)c3c2CS(=O)(=O)c2ccccc2-3)cc1OC	3	1	6	1	0	6	4	-3	0
Cc1cc(C(=O)CSc2n[nH]c(N)n2)c(C)n1-c1cccc(F)c1	-11	-2	0	-1	-12	-1	9	-4	2
COc1ccc(NC(=O)c2cccc(Cn3cc(Br)cn3)c2)cn1	-13	4	8	4	-1	6	0	0	-2
CC1(C)CC(=O)C(C=Nc2ccncc2)=C(O)C1	0	-6	-3	14	14	8	1	0	-1
CCc1nnc(NC(=O)CSc2nnc(COc3ccc(C)cc3)n2-c2ccccc2)s1	-9	4	9	-9	-3	7	4	3	-4
Cc1cc(S(=O)(=O)Nc2c(C)nn(C)c2C)c(Cl)cc1Cl	-9	-1	-11	5	-10	2	-1	3	1
N#CC1=C(N)NC(SCc2ccccc2)=C(C#N)C12CCCCC2	14	-9	9	7	4	3	7	-2	-33
O=S(=O)(c1cnc(Cl)c(Cl)c1)N1CCN(c2ncccn2)CC1	-10	1	0	0	2	9	2	-3	7
CCOC(=O)[C@@H]1[C@H]2COc3ccc(Br)cc3[C@@H]2N2C(=O)N(c3ccc(C)cc3)C(=O)[C@]12C	-18	-2	-2	-6	7	8	-1	7	6
Cc1cccc(CSc2nc3ccccc3c(=O)n2C)c1	10	-4	0	-3	.	2	-2	-2	.
COC(=O)c1ccccc1NC(=O)NC1CCCC1	10	1	1	-6	1	3	4	4	7
COc1ccc(CN2C(=O)c3cccnc3C2=O)cc1S(=O)(=O)NCc1ccccc1	0	0	0	-3	0	-4	-3	7	-7
CCC1(CC)C(=O)Nc2ccccc21	9	0	4	6	-3	11	4	-3	2
Cc1c(C(N)=O)c(N)c(C(=O)c2ccccc2)n1-c1ccccc1	11	-2	-3	-4	8	5	4	4	1
CCC(C)c1ccc(S(=O)(=O)N2CCN(C(C)CC(=O)O)CC2)cc1 (stereo not drawn)	0	2	2	-22	-6	0	1	3	16
COc1ccc(N2CCN(C(=O)Nc3ccccc3Cl)CC2)cc1	10	0	-4	9	-14	3	7	3	-3
COc1cccc(NCc2cc(=O)oc3cc(-c4ccccc4)c(O)cc23)c1	11	-6	-2	4	10	10	-6	2	-3
O=C(Nc1ccc(Cl)cc1)N(Cc1nc2ccccc2c(=O)[nH]1)Cc1cccs1	-25	-9	-12	-6	-2	2	-2	-3	0
COc1ccc2cc(C#N)c(SCC(=O)N3CCCC3)nc2c1	4	1	3	10	-8	9	0	-4	-4
CC(OC(=O)c1cccc(NS(C)(=O)=O)c1)C(=O)Nc1ccc(N2CCOCC2)cc1 (stereo not drawn)	17	2	12	-13	3	2	2	2	3
